# High-throughput results from PubChem.
# iPSC survival up: increases survival of single human iPS cells. survival enhancement, % at 20 µM. hiPSC single-cell survival, ATPlite luminescence; 100% = ROCK inhibitor wells, 0% = DMSO. 360,000 tested, 0.044% active; in the data active = survival enhancement above about 18%;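 note: cells exposed to compounds for 16 hours before the ATP read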
# ABCB6 inh 2: blocks the human ABCB6 transporter; Q9NP58; K562-ABCB6 porphyrin accumulation, flow cytometry, 1 h; hits give low values; fluorescence ratio to DMSO, % at 10 µM; 360,000 tested, 0.19% active; AID 602162;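 active = fluorescence ratio to DMSO below 75%, the collection mean minus 3 SD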;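 note: signal is porphyrin accumulated inside mitochondria; 100% equals median channel fluorescence of DMSO control wells; lower ratio means ABCB6 inhibition with less porphyrin fluorescence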
# Glyco luc inh: blocks N-linked glycosylation in D54 reporter cells | reporter increase, % at 12.5 µM | AID 588692 | 360,000 tested, 0.23% active | D54 ERlucT glycosylation luciferase reporter, 24 h; percent of 100 nM tunicamycin response;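 active = mean luciferase reporter signal, scaled so untreated is 0 and the glycosylation-blocking control 100, at or above a set limit in every replicate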;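 note: luciferase carries N-glycosylation sites so blocking glycosylation raises the light; 0% = median of neutral control wells and 100% = median of 100 nM tunicamycin wells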
# CaV13 FRET inh: Disruptors of the CACNA1D IQ motif to Ca2+-dependent inactivation inhibitor domain association, primary screening, Förster resonance energy transfer in intact living …; HEK cells, CFP/YFP FRET ICDI-IQ, plate reader, 10 min; percent FRET-ratio fall versus neutral wells; inhibition, % at 12.3 µM; 340,000 tested, 0.098% active; AID 743397;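 active = mean replicate inhibition of at least 30% and at least 1% of replicates passing that level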;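 note: 0% = median of the neutral control wells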
# Exocytosis inh: blocks lytic granule exocytosis. TALL-104 LAMP-1 surface exposure, flow cytometry; cells stimulated with thapsigargin and PMA. inhibition, % at 10 µM. 360,000 tested, 0.66% active;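 active = inhibition above about 55%, limit read from the data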
# H9c2 protect: modulators protecting cardiomyocytes from myocardial damage. 360,000 tested, 0.63% active. AID 588492. H9c2 cardiomyocytes, H2O2 injury protection, ATPLite, 2 h. protection from H2O2 cell death, % at 20 µM;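 active = compounds giving at least 50% protection of heart cells from peroxide-induced death in the single-dose screen, raw or plate-pattern-corrected value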;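 note: 0% = DMSO wells with peroxide and 100% = DMSO wells without peroxide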
# aDG glyco up: increases alpha dystroglycan glycosylation; 360,000 tested, 0.22% active; activation, % at 10 µM; Pro5-aDG cells, alpha-DG glycosylation AlphaScreen (IIH6); 0% Pro5, 100% B10-LARGE cell signal;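 active = activation of at least 8% versus controls, or a plate z-score of at least 8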;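 note: Pro5 are CHO cells carrying HIG-tagged alpha-DG that lacks glycosylation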
# Vif inh: inhibitors of HIV Vif; AID 602346; 340,000 tested, 0.35% active; inhibition, % at 7.49 µM; HEK293T cells, Vif self-association by quenched fluorescence, imaging, 24 h; in the data active = inhibition above about 50%, passing the limit was not always enough; note: some results filed as inactive read as strong as hits
# PDI inh: blocks human protein disulfide isomerase activity; P07237; inhibition, % at 10 µM; PDI insulin aggregation turbidity, A650, 90 min; 350,000 tested, 0.052% active; AID 588391;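 active = mean inhibition across replicates of 30% or more, whatever share of single replicates reach that level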;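 note: absorbance from insulin aggregation driven by PDI reduction with DTT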
# Target sequence (P07237 whole entry, looked up): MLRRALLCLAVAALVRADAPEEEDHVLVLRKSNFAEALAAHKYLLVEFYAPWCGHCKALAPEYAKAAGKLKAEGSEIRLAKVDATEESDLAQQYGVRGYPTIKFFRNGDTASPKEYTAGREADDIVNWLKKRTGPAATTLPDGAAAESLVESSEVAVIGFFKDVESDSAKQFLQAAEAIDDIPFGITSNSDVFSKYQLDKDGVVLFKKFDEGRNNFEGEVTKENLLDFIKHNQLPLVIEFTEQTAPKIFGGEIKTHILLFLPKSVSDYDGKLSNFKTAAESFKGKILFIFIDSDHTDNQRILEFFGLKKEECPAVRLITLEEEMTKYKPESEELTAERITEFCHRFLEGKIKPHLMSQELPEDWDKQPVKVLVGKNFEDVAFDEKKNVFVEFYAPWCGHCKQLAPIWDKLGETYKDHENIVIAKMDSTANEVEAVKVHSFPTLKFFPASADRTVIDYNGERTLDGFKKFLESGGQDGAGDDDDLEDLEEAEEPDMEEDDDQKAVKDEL
# m5-HT2A agonist: mouse HTR2A agonism via beta-arrestin recruitment; activation, % at 7.6 µM; AID 624169; 360,000 tested, 0.66% active; P35363; CHO-K1 mHTR2A beta-arrestin complementation, luminescence; percent of 30 µM serotonin response;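 active = activation above a run cutoff, the mean activation of all tested compounds plus 3 SD, cut at about 14% in these data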;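 note: 0% = plate median of compound wells and 100% = 30 µM serotonin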
# Target sequence (P35363 whole entry, looked up): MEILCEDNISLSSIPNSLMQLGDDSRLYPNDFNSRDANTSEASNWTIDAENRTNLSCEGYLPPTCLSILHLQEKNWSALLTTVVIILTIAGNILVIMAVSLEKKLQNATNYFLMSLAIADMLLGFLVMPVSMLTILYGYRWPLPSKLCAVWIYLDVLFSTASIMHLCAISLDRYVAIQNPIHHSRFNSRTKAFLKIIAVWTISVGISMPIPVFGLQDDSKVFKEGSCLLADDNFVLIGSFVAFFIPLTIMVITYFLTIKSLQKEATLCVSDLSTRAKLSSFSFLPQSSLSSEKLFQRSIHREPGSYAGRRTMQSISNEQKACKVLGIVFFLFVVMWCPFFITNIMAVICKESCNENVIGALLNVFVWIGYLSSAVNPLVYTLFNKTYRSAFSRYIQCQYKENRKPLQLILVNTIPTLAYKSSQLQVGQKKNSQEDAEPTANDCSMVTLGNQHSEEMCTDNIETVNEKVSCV
# * marks the source's active call; other numbers are inactive results; . = not tested or not shown.
SMILES,iPSC survival up,ABCB6 inh 2,Glyco luc inh,CaV13 FRET inh,Exocytosis inh,H9c2 protect,aDG glyco up,Vif inh,PDI inh,m5-HT2A agonist
CC(=O)Nc1cccc(OCc2ccc([N+](=O)[O-])cc2)c1,0.5,94,-3,-5,-19,-1,0.0,-1,1,1
O=[N+]([O-])c1ccccc1S(=O)NCc1c(Cl)cccc1Cl (centres undefined),1.4,93,-4,-8,0,13,0.4,-4,.,-5
COC(=O)c1cc2c(ccn2-c2ccc(F)cc2)n1CC(C)C,0.5,92,-4,.,5,-9,0.1,-7,-8,-1
S=c1oc(-c2ccncc2)nn1CCc1ccncc1,0.0,90,2,-4,1,3,0.0,11,1,-2
Cc1cc(-c2cc(-c3ccccc3)on2)nc(NC2CCCC2)n1,6.0,95,1,-4,-10,-9,0.4,-4,0,4
O=S(=O)(c1cccs1)N1CCCc2cccc(O)c21,-0.5,96,-1,.,-2,0,-0.2,0,-5,-3
COc1ccc(C)c(-n2c(=O)n(Cc3ccccc3)c(=O)c3[nH]cnc32)c1,1.2,95,1,-4,-8,-5,-0.1,0,-2,-18
COc1cccc(NC(=O)CC2S/C(=N\S(=O)(=O)c3ccccc3)N(c3ccccc3)C2=O)c1 (centres undefined),-2.4,100,1,-16,1,0,-0.4,4,22,-7
CCn1cc([N+](=O)[O-])c(C(=O)Nc2ccc(Cn3nc(C)cc3C)cc2)n1,-2.4,97,-1,-5,3,-2,0.6,3,-3,0
Cn1ccnc1Sc1nc2c(c(=O)n(C)c(=O)n2C)n1C,1.3,91,0,-9,1,3,-0.1,-16,-3,-3
COc1nccnc1NS(=O)(=O)c1ccc(N=Cc2c(C)[nH]n(-c3ccccc3)c2=O)cc1,2.2,104,1,-5,3,-1,0.2,2,-15,1
C=CCSc1nnc(NC(=O)C2CC(=O)N(Cc3ccc(C)cc3)C2)s1 (centres undefined),4.0,101,0,-15,-5,12,-0.2,-18,-2,11
Cc1ccc(Nc2nc3c(c(=O)[nH]2)CCCC3)cc1,-0.1,102,2,.,2,14,0.0,-4,1,-5
CCOc1ccc(C(=O)Nc2ccc(N3CCN(C)CC3)cc2)cc1Br,3.4,99,1,-1,1,-11,3.9,-10,14,-4
O=C(c1cc2cc(Cl)cc(Cl)c2oc1=O)N1CCOCC1,-1.4,90,3,.,4,8,0.1,2,17,-5
COc1ccc(Br)cc1C(=O)NC(=S)Nc1ccc2[nH]c(=O)[nH]c2c1,0.1,97,2,-2,8,0,0.0,-2,4,3
COC(=O)c1c(NC(=O)C2CCCO2)sc2c1CCC2 (centres undefined),-2.7,108,1,-5,0,20,0.1,-20,-5,2
Cc1ccc(N=C(NO)c2nonc2N)cc1,3.2,96,-3,-9,-5,-1,-0.2,9,-2,-5
COc1ccc(C(=O)NC(C)c2nnc(SCC(=O)NC3=NCCS3)n2C)cc1 (centres undefined),-0.1,99,2,-4,0,-6,-0.2,5,7,5
CCOc1ccc(NC(=O)CCSc2nnc(C)s2)cc1,2.2,92,1,-6,2,-6,-0.1,36,3,9
O=S(=O)(/N=C/N1CCOCC1)c1ccc(Cl)cc1,1.6,99,2,-4,-2,0,-0.3,-11,-4,0
CN(C)N1C(N)=C(C#N)C(c2cccc(Cl)c2)C2=C1CCCC2=O (centres undefined),-0.5,93,1,-20,-4,-4,0.4,-11,6,-7
CCNC(=S)N1CCC(C(N)=O)CC1,0.6,95,-1,-3,-4,4,-0.2,0,0,3
COc1ccc(CC(=O)N2CCN(c3ccccc3OC)CC2)cc1OC,0.4,95,0,-1,-3,2,0.1,9,10,6
Cc1cnn(-c2nc(-c3cccs3)cc(C(F)(F)F)n2)c1,2.1,90,4,-4,-3,-3,-0.2,-7,-7,6

# Retrieved by compound from above:
SMILES,iPSC survival up,ABCB6 inh 2,Glyco luc inh,CaV13 FRET inh,Exocytosis inh,H9c2 protect,aDG glyco up,Vif inh,PDI inh,m5-HT2A agonist
Cc1cnn(-c2nc(-c3cccs3)cc(C(F)(F)F)n2)c1,2.1,90,4,-4,-3,-3,-0.2,-7,-7,6
COc1nccnc1NS(=O)(=O)c1ccc(N=Cc2c(C)[nH]n(-c3ccccc3)c2=O)cc1,2.2,104,1,-5,3,-1,0.2,2,-15,1
COc1ccc(Br)cc1C(=O)NC(=S)Nc1ccc2[nH]c(=O)[nH]c2c1,0.1,97,2,-2,8,0,0.0,-2,4,3
O=[N+]([O-])c1ccccc1S(=O)NCc1c(Cl)cccc1Cl (centres undefined),1.4,93,-4,-8,0,13,0.4,-4,.,-5
COc1ccc(CC(=O)N2CCN(c3ccccc3OC)CC2)cc1OC,0.4,95,0,-1,-3,2,0.1,9,10,6

# (listing goes on)
SMILES,iPSC survival up,ABCB6 inh 2,Glyco luc inh,CaV13 FRET inh,Exocytosis inh,H9c2 protect,aDG glyco up,Vif inh,PDI inh,m5-HT2A agonist
CCOC(=O)N1CCN(C(=O)COc2cccc3c2CCN(Cc2ccccc2F)C3=O)CC1,0.6,97,-4,-3,-2,4,-0.1,1,-2,-3
CCSc1nc(N)nc(-c2cccs2)c1C#N,-0.9,88,2,-2,-1,-5,0.4,-5,-5,3
CCCCNC(=O)c1onc(CSc2ccccc2)c1C(=O)O,-1.0,99,2,-10,4,-1,-0.2,2,3,4
COc1ccc(/C=C/C(=O)OCC(=O)N2c3ccccc3CC2C)cc1 (centres undefined),-1.0,94,1,-15,-6,3,0.2,-1,11,-1
CCn1nc(C(=O)Nc2ccccc2C)c(Cl)c1Cl,0.3,90,-1,-5,1,-1,-0.2,18,7,2
Cc1ccc2ncnc(Nc3ccccc3)c2c1,-0.5,102,-3,-3,-1,0,0.2,-8,-4,2
O=C(O)c1ccccc1C(=O)NNc1ccc(Cl)cc1Cl,0.3,99,4,2,5,-2,-0.3,6,-2,-1
CC1CCN(CC(C)OC(=O)c2ccco2)CC1 (centres undefined),0.8,97,3,-7,-3,0,0.0,-1,0,4
O=C(Nc1cccnc1)c1cccc(S(=O)(=O)N2CCCCC2)c1,-1.9,101,0,-5,0,5,0.0,0,1,3
COc1ccc(C(=O)C[n+]2cc(Br)cc3ccccc32)cc1[N+](=O)[O-],-0.6,125,1,-4,7,11,-0.2,-3,-5,-5
CCN(CC)Cc1oc(-c2ccccc2)cc1C(=O)O,-0.5,93,1,-2,0,-4,0.0,0,7,2
COC(=O)[C@]1(C)N[C@H](CN(C)S(=O)(=O)c2ccc(-c3ccccc3)cc2)[C@@H]2C(=O)N(Cc3ccccc3)C(=O)[C@@H]21,-1.2,96,-1,-10,6,9,-0.2,4,-8,11
Cc1ccc(NC2Sc3ccccc3NC2=O)cc1 (centres undefined),-1.2,101,-11,-4,-9,-10,-0.6,6,0,-7
Cc1ccccc1CN1CCCC(C(=O)Nc2ccc(-c3ccn[nH]3)cc2)C1 (centres undefined),0.4,88,7,-7,-2,6,-0.1,-9,-40,-5
COc1ccc(CSc2nc(O)cc(=O)n2CC(C)C)cc1F,-0.4,105,-1,-2,16,0,0.0,-6,-6,-1
O=C(/C=C/Nc1ccc(F)c(Cl)c1)c1ccccc1,-0.3,106,-5,-24,2,-9,0.2,0,-8,0
COc1cc2cnc(-c3ccccc3)c(-c3ccc(C#N)cc3)c2cc1OC,0.7,97,0,-4,-5,12,0.0,-8,-2,-1
CCN(CC)CCNC(=O)C(C)c1nn(C)c(=O)c2ccccc12 (centres undefined),-2.4,90,-1,-1,-2,2,-0.1,-1,-2,0
O/N=C/c1cccc[n+]1CCCCCC[n+]1ccccc1/C=N/O,-0.2,100,2,4,-4,7,0.0,13,4,2
CC(NC(=O)CSCc1ccccc1Br)c1ccccc1 (centres undefined),0.6,100,0,-3,-2,7,0.3,-21,-5,1
COc1ccc(N2CCN(S(=O)(=O)c3c(C)nc4sccn4c3=O)CC2)cc1,2.4,96,-1,15,2,-6,-0.3,-1,.,-2
COc1ccc(-c2cnc3c(c2)C(=O)N([C@H](C)CO)C[C@@H](C)[C@H](CN(C)Cc2ccccc2)O3)cc1,-2.0,100,-3,-6,-3,10,-0.2,-5,0,-4
CCN1C[C@@H]2[C@@H]3C(=O)N(Cc4ccccc4)C(=O)[C@@H]3[C@](Cc3ccccc3)(C(=O)OC)N2C1=NC1CCCCC1,-2.1,98,-2,-5,28,-15,0.1,-3,0,0
COc1cccc(CN(C)C(=O)c2cc(S(=O)(=O)NCc3ccccc3)ccc2C)c1OC,0.6,98,0,-6,2,0,0.4,-7,6,5
O=C(Nc1ccccc1C(F)(F)F)c1cccnc1,1.9,94,-1,-5,-1,0,-0.1,0,-1,0

# Next part.
SMILES,iPSC survival up,ABCB6 inh 2,Glyco luc inh,CaV13 FRET inh,Exocytosis inh,H9c2 protect,aDG glyco up,Vif inh,PDI inh,m5-HT2A agonist
CC(C)C(C)NC(=O)CN1C(=O)NC(c2ccccc2)(c2ccccc2)C1=O (centres undefined),-0.2,102,0,-6,-6,1,0.0,-2,14,2
CN(C)S(=O)(=O)n1cc(/C=C(\NC(=O)c2ccccc2)C(=O)N2CCCCC2)c2ccccc21,6.1,94,-3,-11,2,11,-0.2,.,-3,-1
COC(=O)COc1ccc(S(=O)(=O)NCCC2=CCCCC2)cc1C,1.0,95,-3,-7,5,-17,0.0,.,6,-3
O=C1c2nc3cc(-c4ccco4)[nH]n3c(=O)c2CN1C1CCCCC1,-0.3,104,2,-17,-4,-10,-0.2,1,2,-5
Cc1ccc(Sc2c([N+](=O)[O-])ncn2C)cc1,-2.2,98,17,-9,-3,-3,0.2,15,7,1
COc1ccc(-c2ccnc(-c3ccncc3)n2)cc1,0.4,94,18,-6,10,0,0.2,5,-13,1
CCOc1ccccc1N1CCN(C(=O)NCc2ccc(C)cc2)CC1,0.6,96,-1,-2,-5,4,0.1,3,0,-6
COc1ccc(OC)c(S(=O)(=O)NCc2ccccc2)c1,1.6,68*,3,-4,3,2,-0.1,12,-1,-3
Cc1ccccc1C(=O)NC1CC2CCCC(C1)N2Cc1ccccc1Cl (centres undefined),-2.4,96,-3,-10,1,15,0.1,.,5,0
Cc1cccc(N=C2NC(=O)C(CO)(CO)S2)c1,-0.4,94,0,-19,7,0,-0.2,15,-2,1
CC(NC(=O)/C(C#N)=C/c1ccc(OCC(=O)O)cc1)c1ccccc1 (centres undefined),-0.4,99,-1,-11,-2,0,0.0,0,-5,1
O=C1C2CC=C(Cl)CC2C(=O)N1CCN1CCOCC1 (centres undefined),8.0,102,3,.,2,4,0.0,5,0,2
Cc1cc2nc(CCN3CCOCC3)n(S(=O)(=O)c3ccc(C(C)(C)C)cc3)c2cc1C,0.3,97,-7,.,-1,-20,0.1,10,11,-3
Cc1c(C(=O)OC(C)C)sc(NC(=O)C2CCCO2)c1C(=O)OC(C)C (centres undefined),-2.9,99,-3,-8,-1,-1,0.1,-7,2,-1
CCc1nnc(NS(=O)(=O)c2ccc(Nc3ccc([N+](=O)[O-])c4nonc34)cc2)s1,1.5,101,-3,-6,0,-6,-0.3,2,-1,-10
CNCc1cc(C)n(-c2cc(S(=O)(=O)N3CCOCC3)ccc2N2CCCC2)c1C,3.3,100,3,-6,-10,-3,0.0,5,2,2
Cc1nc(N2CCOCC2)c2c(C)c(C(=O)Nc3ccccc3C(F)(F)F)sc2n1,-0.3,97,-2,-5,-9,3,0.0,0,11,1
O=C1OC(C(=O)NCc2ccccc2)Cc2ccccc21 (centres undefined),-1.3,103,1,-7,23,-15,-0.1,33,-2,0
Cc1ccc(S(=O)(=O)N2CCOC2CNC(=O)C(=O)NCc2cccnc2)cc1 (centres undefined),-2.3,103,0,-3,1,4,-0.1,1,.,2
